IDE exosite FP = insulin-degrading enzyme (human) exo-site inhibition; P14735; purified IDE, FL-6b probe fluorescence polarization; hits give low values; z-score at 20 µM; 17,000 tested, 6.3% active;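 active means z-score of -3 or lower, meaning strong loss of probe binding signal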;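 further: His-tagged human IDE residues 42-1019 made in E. coli with 30 nM FL-6b probe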
Target sequence (P14735 42-1019 limits assumed): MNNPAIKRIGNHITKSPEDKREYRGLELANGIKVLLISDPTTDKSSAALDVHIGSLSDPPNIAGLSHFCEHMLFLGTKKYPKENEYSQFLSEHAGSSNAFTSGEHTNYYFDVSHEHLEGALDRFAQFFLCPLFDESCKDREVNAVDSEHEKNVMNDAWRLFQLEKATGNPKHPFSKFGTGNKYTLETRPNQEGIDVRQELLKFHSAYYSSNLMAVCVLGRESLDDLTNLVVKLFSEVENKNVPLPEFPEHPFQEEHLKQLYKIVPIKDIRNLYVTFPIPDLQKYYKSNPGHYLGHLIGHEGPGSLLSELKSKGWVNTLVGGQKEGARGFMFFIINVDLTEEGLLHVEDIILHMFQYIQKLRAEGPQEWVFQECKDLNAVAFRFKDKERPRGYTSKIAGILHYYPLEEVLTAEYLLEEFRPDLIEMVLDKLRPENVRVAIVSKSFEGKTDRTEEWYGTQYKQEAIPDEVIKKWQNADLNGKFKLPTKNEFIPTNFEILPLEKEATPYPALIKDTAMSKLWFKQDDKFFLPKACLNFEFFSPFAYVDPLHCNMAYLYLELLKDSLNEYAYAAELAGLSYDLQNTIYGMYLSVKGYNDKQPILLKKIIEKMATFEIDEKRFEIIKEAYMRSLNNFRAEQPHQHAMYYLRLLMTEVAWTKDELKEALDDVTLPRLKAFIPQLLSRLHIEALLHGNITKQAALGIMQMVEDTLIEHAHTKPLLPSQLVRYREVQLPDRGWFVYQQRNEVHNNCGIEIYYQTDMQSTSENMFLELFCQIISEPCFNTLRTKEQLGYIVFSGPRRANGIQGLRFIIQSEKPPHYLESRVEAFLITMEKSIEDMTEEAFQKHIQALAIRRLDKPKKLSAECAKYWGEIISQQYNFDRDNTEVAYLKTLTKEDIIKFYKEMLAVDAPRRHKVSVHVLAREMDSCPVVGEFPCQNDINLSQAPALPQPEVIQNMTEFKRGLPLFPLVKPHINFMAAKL
* = called active by the depositor; & = joins results of further samples; ! = repeats disagree. The list is partial; count on the stated rates, not on these rows.

SMILES | IDE exosite FP
C/C=C/c1ccc([C@H]2[C@@H](CO)N(C(=O)NC(C)C)[C@H]2CN(C)C(=O)CC)cc1 | 2.86
COc1cccc(C#Cc2ccc([C@H]3[C@@H](CO)N4C(=O)CN(S(=O)(=O)c5ccccc5C)C[C@@H]34)cc2)c1 | 4.6
COc1ccc(-c2ccc([C@H]3[C@H](C#N)N(C(=O)C4CCC4)[C@H]3CO)cc2)cc1 | 3.22
CCc1nc(N2[C@H](C#N)[C@H](c3ccccc3-c3ccccc3F)[C@H]2CO)sc1C | -1.4
C[C@H]1CN([C@@H](C)CO)C(=O)c2c(c3ccccc3n2C)-c2ccccc2CO[C@@H]1CN(C)C(=O)[C@@H](Cc1ccccc1)N(C)C | -0.684
CC(C)NC(=O)N1Cc2cc(C(=O)NC3Cc4ccccc4C3)nc(-c3cccc(-c4cccnc4)c3)c2[C@H]1CCO | -0.556
O=C(NCc1cc(F)cc(F)c1)[C@H]1[C@H](CO)[C@H]2Cn3c(cccc3=O)[C@@H]1N2C(=O)c1cnccn1 | 0.309
CC(=O)N1[C@H](CN(C(=O)c2ccc(F)cc2)C(C)C)[C@@H](c2ccccc2)[C@@H]1CO | 1.78
CC(C)[C@@H]1C/C=C\CCNC(=O)[C@H](C)CC(=O)N1 | 1.97
CO[C@@H]1CN(C)C(=O)c2ccc(NS(C)(=O)=O)cc2OC[C@H](C)N(C(=O)CN(C)C)C[C@H]1C | -0.547
Cc1ccccc1NC(=O)C[C@H]1CC[C@H]2[C@@H](COc3ccc(NC(=O)NC(C)C)cc3C(=O)N2C)O1 | -1.24
Cc1ccccc1S(=O)(=O)N1CC(=O)N2[C@H](C1)[C@H](c1ccc(C#CCN(C)C)cc1)[C@@H]2CO | 1.3
COc1ccc(C#Cc2ccc3c(c2)[C@H]2[C@H](CCN2Cc2nccs2)[C@H](CO)N3)cc1 | 1.42
CCCC#Cc1ccc([C@@H]2[C@H](CO)N3C(=O)CN(C(=O)CN4CCOCC4)C[C@@H]23)cc1 | 2.58
COc1ccc(S(=O)(=O)Nc2ccc3c(c2)C(=O)N([C@H](C)CO)C[C@H](C)[C@H](CN(C)Cc2ccc(C(F)(F)F)cc2)OCCCC[C@H](C)O3)cc1 | 0.77
Cc1ccccc1-c1ccc([C@@H]2[C@H](CO)N3CCCCN(C(=O)Nc4ccc(F)cc4)C[C@@H]23)cc1 | -10.6*
O=C(NC[C@@H]1[C@@H](c2ccccc2)[C@@H](CO)N1CC1CCCC1)c1ccncc1 | 0.298
Cc1cccc(-c2ccc(C3[C@H]4CNC[C@@H]3N4S(=O)(=O)c3ccccc3F)cc2)c1 (stereo not given in full) | 3.85&5.33
COc1cccc(S(=O)(=O)N2[C@@H]3CNC[C@H]2C3c2ccc(-c3ccccc3OC)cc2)c1 (stereo not given in full) | -4.13*!
CCS(=O)(=O)N1CCCCN2[C@H](CO)[C@@H](c3ccc(-c4ccccc4F)cc3)[C@@H]2C1 | -2.68
COCC(=O)N1CC(=O)N2[C@H](C1)[C@@H](c1ccc(C#CC(C)C)cc1)[C@@H]2CO | 1.89
C/C=C/c1ccc([C@H]2[C@H](CO)N3C(=O)CN(C(=O)Nc4cccc(OC)c4)C[C@@H]23)cc1 | 0.59
CC(C)C#Cc1ccc([C@@H]2[C@H]3CN(C(=O)c4ccc5c(c4)OCO5)CC(=O)N3[C@H]2CO)cc1 | -0.0524
COc1ccccc1S(=O)(=O)N[C@@H]1C=C[C@@H](CC(=O)N2CCOCC2)O[C@@H]1CO | 0.114
CO[C@@H]1CN(C)C(=O)c2ccc(NC(=O)c3ccccc3F)cc2OC[C@@H](C)N(C)C[C@H]1C | 1.46
C/C=C/c1ccc([C@@H]2[C@H](C#N)N(C(=O)NC3CCCC3)[C@H]2CO)cc1 | 4.95
O=C(c1ccccc1F)N1CC(=O)N2[C@@H](CO)[C@H](c3ccc(-c4cccnc4)cc3)[C@@H]2C1 | -1.55
C[C@@H]1CN([C@@H](C)CO)C(=O)c2cc(Br)cnc2O[C@H]1CN(C)C(=O)Nc1ccc2c(c1)OCO2 | -0.886
CN1C(=O)c2cc(NC(=O)c3cccc(C(F)(F)F)c3)ccc2OC[C@H]2O[C@@H](CC(=O)NCCN3CCCC3)CC[C@H]21 | 0.268
COc1ccc2c3c([nH]c2c1)[C@H](CO)N(C(=O)CN1CCOCC1)CC31CCN(CC2CCCC2)CC1 | 1.16
CC(C)NC(=O)N1[C@H](CO)[C@@H](c2ccc(C#CC3CCCCC3)cc2)[C@@H]1C#N | 4.47
N#C[C@H]1[C@H](c2ccc(-c3cncnc3)cc2)[C@@H](CO)N1C(=O)CN1CCOCC1 | 0.853
COc1ccc(CN(C)C[C@H]2Oc3ccc(NC(=O)Nc4ccc5c(c4)OCO5)cc3CC(=O)N([C@@H](C)CO)C[C@@H]2C)cc1 | -1.06
Cc1ccc(-c2ccc([C@H]3[C@@H](CO)N4C(=O)CN(C(=O)NC(C)C)C[C@@H]34)cc2)cc1 | -0.359
COCC(=O)N1CC(=O)N2[C@H](CO)[C@@H](c3ccc(-c4ccccc4F)cc3)[C@@H]2C1 | -1.15
CN(C[C@H]1[C@@H](c2ccccc2)[C@H](CO)N1C(=O)C1CC1)C(=O)c1ccccn1 | 1.01
CCCNC(=O)N1[C@H](CNC(=O)c2ccc(F)cc2)[C@H](c2ccccc2)[C@@H]1CO | 2.26
COC(=O)c1ccc(CN2CC(=O)N3[C@H](CO)[C@H](c4ccc(-c5ccccc5F)cc4)[C@@H]3C2)cc1 | 3.94
O=C(c1cnccn1)N1CC(=O)N2[C@@H](CO)[C@H](c3ccc(C4=CCCCC4)cc3)[C@@H]2C1 | -1.6
COC(=O)c1ccc(CN2CC(=O)N3[C@@H](CO)[C@H](c4ccc(Br)cc4)[C@@H]3C2)cc1 | 1.58

A different layout for some results above.
> COC(=O)c1ccc(CN2CC(=O)N3[C@@H](CO)[C@H](c4ccc(Br)cc4)[C@@H]3C2)cc1
  IDE exosite FP = 1.58

> COc1ccc2c3c([nH]c2c1)[C@H](CO)N(C(=O)CN1CCOCC1)CC31CCN(CC2CCCC2)CC1
  IDE exosite FP = 1.16

> C[C@@H]1CN([C@@H](C)CO)C(=O)c2cc(Br)cnc2O[C@H]1CN(C)C(=O)Nc1ccc2c(c1)OCO2
  IDE exosite FP = -0.886

> COCC(=O)N1CC(=O)N2[C@H](CO)[C@@H](c3ccc(-c4ccccc4F)cc3)[C@@H]2C1
  IDE exosite FP = -1.15

Copied from the list.
COc1cccc(C#Cc2ccc([C@H]3[C@@H](CO)N4C(=O)CN(S(=O)(=O)c5ccccc5C)C[C@@H]34)cc2)c1 @ IDE exosite FP = 4.6
C[C@H]1CN([C@@H](C)CO)C(=O)c2c(c3ccccc3n2C)-c2ccccc2CO[C@@H]1CN(C)C(=O)[C@@H](Cc1ccccc1)N(C)C @ IDE exosite FP = -0.684

(continued)
SMILES | IDE exosite FP
COc1ccc(S(=O)(=O)Nc2ccc3c(c2)C(=O)N([C@H](C)CO)C[C@H](C)[C@@H](CN(C)C(=O)Nc2c(C)noc2C)OCCCC[C@H](C)O3)cc1 | 1.29
COCC(=O)Nc1ccc2c(c1)OC[C@@H](C)N(Cc1ccccc1C(=O)O)C[C@@H](C)[C@H](OC)CN(C)C2=O | 1.82
Cc1cccc(-c2ccc([C@@H]3[C@@H](CO)N4C(=O)CN(S(=O)(=O)c5cccc(F)c5)C[C@@H]34)cc2)c1 | -0.98
Cc1ccc(-c2ccc([C@@H]3[C@H](CO)N4C(=O)CN(C(=O)CN5CCOCC5)C[C@@H]34)cc2)cc1 | -0.579
Fc1ccccc1CN1[C@@H]2CNC[C@H]1C2c1ccc(-c2ccccc2)cc1 (stereo not given in full) | -0.388
Cc1noc(C)c1NC(=O)N(C)C[C@H]1Oc2cc(C#CCN(C)C)ccc2S(=O)(=O)N([C@H](C)CO)C[C@H]1C | -1.48
C[C@@H]1CCCCO[C@@H](CN(C)S(=O)(=O)c2ccccc2)[C@H](C)CN([C@@H](C)CO)C(=O)c2cc(NC(=O)Nc3ccc4c(c3)OCO4)ccc2O1 | 0.665
CO[C@@H](CN(C)S(=O)(=O)c1cccc(Cl)c1)[C@H](C)CN(C(=O)Nc1ccccc1F)[C@H](C)CO | 1.04
COc1cccc(-c2ccc3c(c2)[C@H]2[C@H](CCN2S(=O)(=O)c2cn(C)cn2)[C@@H](CO)N3)c1 | 1.86
CC(C)NC(=O)N1CC(=O)N2[C@H](CO)[C@H](c3ccc(/C=C/c4ccccc4)cc3)[C@@H]2C1 | -2.1
Cc1noc(C)c1S(=O)(=O)Nc1ccc2c(c1)C(=O)N([C@H](C)CO)C[C@H](C)[C@H](CN(C)C(=O)Nc1cccc3ccccc13)OCCCC[C@H](C)O2 | -0.789
CS(=O)(=O)Nc1ccc2c(c1)[C@@H]1C[C@@H](CC(=O)NCCc3ccccc3)O[C@@H](CO)[C@@H]1O2 | -0.964
CO[C@@H]1CN(C)C(=O)c2cc(NC(=O)c3ccc(F)cc3)ccc2OC[C@H](C)N(C(=O)CC2CC2)C[C@H]1C | 2.12
COc1ccc(-c2ccccc2[C@H]2[C@@H](CO)N(C(=O)c3cccnc3)[C@H]2C#N)cc1 | 0.00658
COc1cccc(S(=O)(=O)N2CCCCN3[C@H](C2)[C@@H](c2ccc(-c4cncnc4)cc2)[C@@H]3CO)c1 | 0.964
CCCNC(=O)Nc1ccc2c(c1)C(=O)N(C)C[C@H](OC)[C@@H](C)CN(C)[C@@H](C)CO2 | -0.217
COCC(=O)N1CC(=O)N2[C@@H](CO)[C@@H](c3ccc(C#CC4CCCCC4)cc3)[C@@H]2C1 | 1.74
N#Cc1cccc(-c2ccc(C3[C@@H]4CN(Cc5ccccc5F)C[C@H]3N4)cc2)c1 (stereo not given in full) | 1.93&4.09
O=C(CC1CC1)N1CC(=O)N2[C@H](CO)[C@@H](c3ccc(C#Cc4cccc(F)c4)cc3)[C@@H]2C1 | -2.12
COc1ccc2c3c([nH]c2c1)[C@H](CO)N(S(=O)(=O)c1ccccc1)CC31CCN(C)CC1 | -1.34
COc1ccccc1-c1ccc([C@@H]2[C@@H](CO)N(C(=O)CN(C)C)[C@H]2C#N)cc1 | -15*
CO[C@@H](CN(C)C(=O)c1ccc2c(c1)OCO2)[C@H](C)CN([C@@H](C)CO)S(=O)(=O)c1ccc(Cl)cc1 | -0.36
N#C[C@H]1[C@@H](c2ccc(C#CCC3CCCC3)cc2)[C@H](CO)N1C(=O)CN1CCOCC1 | 2.02
CC(=O)NC[C@@H]1[C@@H](c2ccc(-c3cccnc3)cc2)[C@H](CO)N1C(=O)C1CC1 | -2.58
O=C(c1cccc(F)c1)N1CCCCN2[C@H](CO)[C@H](c3ccc(/C=C/c4ccccc4)cc3)[C@@H]2C1 | -1.37
CO[C@@H]1CC[C@@H]2CCOc3c(C#N)cccc3C(=O)N(C)CCCC(=O)N(C)C[C@@H]1O2 | -0.00777
CN1c2ccc(Br)cc2[C@@H]2[C@@H](CCN2C(=O)C2CCC2)[C@@H]1CO | -0.162
COCC(=O)N1[C@@H](C#N)[C@@H](c2ccc(C3=CCCCC3)cc2)[C@@H]1CO | 1.55
CN(C)CC#Cc1ccc([C@H]2[C@@H](CO)N3C(=O)CN(C(=O)c4ccccc4)C[C@@H]23)cc1 | 2.62
COc1ccc2c3c(n(C)c2c1)[C@H](CO)N(Cc1ccccc1F)CC31CCN(C(=O)C2CCOCC2)CC1 | -0.892
COc1ccccc1-c1ccc([C@@H]2[C@H]3CN(C(=O)c4ccncc4)CCCCN3[C@H]2CO)cc1 | -13.7*
C/C=C/c1ccc([C@H]2[C@H](CO)N(C(C)=O)[C@H]2CN(CC)C(=O)CN(C)C)cc1 | -0.329
C/C=C/c1ccc([C@H]2[C@H]3CN(C(=O)Nc4ccc(OC)cc4)CCCCN3[C@H]2CO)cc1 | -0.0495
C[C@H]1CNC(=O)[C@@H](Cc2ccc(C(F)(F)F)cc2)CCn2nncc2COC1 | -1.09
COc1cccc(CNC(=O)C[C@H]2CC[C@H]3[C@H](COc4ccc(NS(=O)(=O)c5ccccc5F)cc4C(=O)N3C)O2)c1 | -0.621
CCC(=O)N(CC(C)C)C[C@@H]1[C@@H](c2ccccc2)[C@H](CO)N1C(=O)C1CCC1 | 1.02
CO[C@@H]1CN(C)C(=O)c2ccc(NS(=O)(=O)c3ccc(C)cc3)cc2OC[C@@H](C)N(C)C[C@@H]1C | -0.242
CNC(=O)C[C@H]1CC[C@H]2[C@H](COc3ccc(NC(=O)c4ccccc4F)cc3C(=O)N2C)O1 | 0.534
C[C@@H]1CCCCO[C@@H](CN(C)Cc2ccncc2)[C@@H](C)CN([C@H](C)CO)C(=O)c2cc(NS(=O)(=O)c3ccc(Cl)cc3)ccc2O1 | -0.411
Cc1ccccc1-c1ccc(C2[C@@H]3CN(S(=O)(=O)c4ccccc4C)C[C@H]2N3)cc1 (stereo not given in full) | -10.8*!
N#C[C@H]1[C@@H](c2ccccc2-c2ccccc2F)[C@@H](CO)N1C(=O)C1CC1 | 1.74
CCC(=O)N1CC(=O)N2[C@@H](CO)[C@H](c3ccc(C#CCC(C)C)cc3)[C@@H]2C1 | -0.0426
CCC(=O)N1CC[C@H]2[C@@H]1c1cc(C#Cc3ccccc3OC)ccc1N(C)[C@H]2CO | -1.07
O=C(C1CCCCC1)N1C[C@@H]2N[C@H](C1)C2c1ccc(-c2ccccc2F)cc1 (stereo not given in full) | 0.623&1.33
CC(C)NC(=O)N1CCCCN2[C@H](CO)[C@@H](c3ccc(C#Cc4ccccc4F)cc3)[C@H]2C1 | -10.4*
CCCNC(=O)N1[C@H](C#N)[C@H](c2ccccc2-c2cccc(OC)c2)[C@@H]1CO | 3.59

Three structures from above, ordered by molar mass, low to high:
SMILES | IDE exosite FP
CCC(=O)N1CC(=O)N2[C@@H](CO)[C@H](c3ccc(C#CCC(C)C)cc3)[C@@H]2C1 | -0.0426
O=C(C1CCCCC1)N1C[C@@H]2N[C@H](C1)C2c1ccc(-c2ccccc2F)cc1 (stereo not given in full) | 0.623&1.33
CC(C)NC(=O)N1CCCCN2[C@H](CO)[C@@H](c3ccc(C#Cc4ccccc4F)cc3)[C@H]2C1 | -10.4*

Bioassay records deposited in PubChem by Broad Institute.
